CaV13 ICDI inh: Primary screen for inhibitors of IQ motif and Ca2+-dependent inactivation inhibitor domain binding in CACNA1D, Förster resonance energy transfer in living cells, …; inhibition, % at 12.3 µM; 340,000 compounds, 0.098% hits; HEK cells, CFP/YFP FRET ICDI-IQ, plate reader, 10 min; percent FRET-ratio fall versus neutral wells;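 active = mean replicate inhibition of at least 30% and at least 1% of replicates passing that level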;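 also: 0% = median of the neutral control wells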
PDI inh: blocks human protein disulfide isomerase activity; inhibition, % at 10 µM; 350,000 compounds, 0.052% hits; AID 588391; PDI insulin aggregation turbidity, A650, 90 min;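 active = mean inhibition across replicates of 30% or more, whatever share of single replicates reach that level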;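 also: absorbance from insulin aggregation driven by PDI reduction with DTT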
Target sequence (P07237 whole entry, looked up): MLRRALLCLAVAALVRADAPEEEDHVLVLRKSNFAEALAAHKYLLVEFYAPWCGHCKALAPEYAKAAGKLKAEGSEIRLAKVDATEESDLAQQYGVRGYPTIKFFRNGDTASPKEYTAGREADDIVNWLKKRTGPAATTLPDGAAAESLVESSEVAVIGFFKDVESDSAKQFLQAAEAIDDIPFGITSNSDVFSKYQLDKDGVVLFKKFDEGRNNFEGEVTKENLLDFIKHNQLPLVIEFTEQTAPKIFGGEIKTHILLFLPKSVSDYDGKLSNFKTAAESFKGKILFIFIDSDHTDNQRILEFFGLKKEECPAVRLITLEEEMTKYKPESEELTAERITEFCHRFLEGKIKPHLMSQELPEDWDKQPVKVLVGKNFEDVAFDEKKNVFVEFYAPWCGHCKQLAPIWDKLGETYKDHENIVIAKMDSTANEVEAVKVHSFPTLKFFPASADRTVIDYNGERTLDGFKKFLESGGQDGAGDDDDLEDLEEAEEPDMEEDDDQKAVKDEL
HIF-2a inh: blocks HIF-2a reporter activity. 786-0 RCC cells HIF-2a reporter, luciferase luminescence, overnight. inhibition, % at 18.8 µM. 360,000 compounds, 0.72% hits. AID 624352;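 active = inhibition of the luminescence signal of 40% or more relative to plate controls, in a single-dose primary screen at 18.75 µM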
Peg3 promoter: inhibitors of Peg3 promoter; HeLa PEG-Prom luciferase reporter, luminescence, overnight; AID 588405; 360,000 compounds, 1.7% hits; inhibition, % at 20 µM;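 active = inhibition of at least 50% at 20 µM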
aDG glyco up: increases alpha dystroglycan glycosylation; AID 624168; 360,000 compounds, 0.22% hits; Pro5-aDG cells, alpha-DG glycosylation AlphaScreen (IIH6); 0% Pro5, 100% B10-LARGE cell signal; activation, % at 10 µM;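 active = activation of at least 8% versus controls, or a plate z-score of at least 8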;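 also: Pro5 are CHO cells carrying HIG-tagged alpha-DG that lacks glycosylation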
MITF TRPM1 inh: MITF TRPM1 promoter inhibition in SK-MEL-5 cells; 330,000 compounds, 0.83% hits; inhibition, % at 12.5 µM; SK-MEL-5 TRPM1 promoter luciferase, 24 h;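 active = mean inhibition across replicates of 60% or more, whatever share of single replicates reaches that level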; also: values of inactives mirror those of a sister screen read the other way
Granule exo inh: lytic granule exocytosis inhibition. TALL-104 LAMP-1 surface exposure, flow cytometry; cells stimulated with thapsigargin and PMA. inhibition, % at 10 µM. 360,000 compounds, 0.66% hits. AID 651702;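 active = inhibition above about 55%, limit read from the data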
NR2E3 ag-1: agonists of human NR2E3 nuclear receptor. CHO-S Gal4-NCOR/VP16-NR2E3 two-hybrid, luciferase. 360,000 compounds, 0.35% hits. inhibition of corepressor binding, % at 3.98 µM. Q9Y5X4. AID 602229;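 active = inhibition above the mean of all tested compounds plus 3 SD, cut at about 70% in these data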;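 also: 0% = DMSO with NR2E3 transfected cells and 100% = cells lacking NR2E3 construct; higher means lower luciferase signal from less NR2E3 corepressor binding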
Target sequence (Q9Y5X4 whole entry, looked up, the tested form may be a part): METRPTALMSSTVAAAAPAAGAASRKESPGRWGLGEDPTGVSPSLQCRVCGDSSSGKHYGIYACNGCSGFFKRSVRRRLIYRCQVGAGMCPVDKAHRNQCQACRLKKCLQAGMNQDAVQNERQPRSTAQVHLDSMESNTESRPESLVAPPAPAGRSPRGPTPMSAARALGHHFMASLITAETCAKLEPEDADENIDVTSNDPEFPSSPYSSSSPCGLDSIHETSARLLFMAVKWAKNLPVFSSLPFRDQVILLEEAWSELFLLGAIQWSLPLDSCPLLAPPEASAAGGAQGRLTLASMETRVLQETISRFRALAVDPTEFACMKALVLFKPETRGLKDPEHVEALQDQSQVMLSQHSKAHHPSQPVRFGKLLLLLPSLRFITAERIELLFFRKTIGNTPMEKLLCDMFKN
hiPSC survival: hiPSC single-cell survival enhancement; ATPlite luminescence; 100% = ROCK inhibitor wells, 0% = DMSO; survival enhancement, % at 20 µM; 360,000 compounds, 0.044% hits; AID 602274; in the data active = survival enhancement above about 18%;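 also: cells exposed to compounds for 16 hours before the ATP read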
Vif imaging: blocks HIV Vif function. inhibition, % at 7.49 µM. HEK293T cells, Vif self-association by quenched fluorescence, imaging, 24 h. 340,000 compounds, 0.35% hits; in the data active = inhibition above about 50%, passing the limit was not always enough; also: some results filed as inactive read as strong as hits
NR2E3 ag-2: agonists of human nuclear receptor NR2E3; Q9Y5X4; GST-NR2E3/biotin-RetCOR TR-FRET, 1536-well; inhibition of corepressor binding, % at 4.78 µM; 320,000 compounds, 0.12% hits; AID 2300;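 active = percent inhibition above the cutoff of mean plus 3 SD of all tested compounds, set per screening campaign, cut at about 20% in these data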;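 also: 0% = DMSO wells and 100% = biotin wells as full block of FRET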
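System: GST-NR2E3 and biotin-RetCOR proteins; probe or stimulus: 7 nM biotin-RetCOR; doses: compound at 4.8 µM, single dose; schedule: Compound–protein incubation for 5 h at 4 °C; detection: time-resolved FRET; read-out: percent inhibition; controls: biotin wells as high control, 0.6% DMSO wells as low control; format: 1536-well plates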
* marks the source's active call; other numbers are inactive results; x = not tested or not shown.

Preview, three compounds:
SMILES	CaV13 ICDI inh	PDI inh	HIF-2a inh	Peg3 promoter	aDG glyco up	MITF TRPM1 inh	Granule exo inh	NR2E3 ag-1	hiPSC survival	Vif imaging	NR2E3 ag-2
COC(=O)c1nc(Cl)c(Cl)c(N)c1Cl	-2.1	2.0	12.8	11.1	1.4	24.3	-7.5	-34.9	-0.1	1.7	3.6
COc1ccccc1CNS(=O)(=O)c1cccc2nsnc12	-2.6	-0.5	8.6	15.7	0.1	-4.5	-1.6	-23.3	-0.4	x	-2.8
COc1ccc(CNC(=O)C(c2ccco2)N(C(=O)CNS(=O)(=O)c2ccccc2)c2ccccc2C)cc1 (configuration not stated)	-5.8	3.1	25.6	31.2	0.1	6.6	5.6	-18.6	-0.3	-17.8	-3.1

This part in full, from the first entry:
SMILES	CaV13 ICDI inh	PDI inh	HIF-2a inh	Peg3 promoter	aDG glyco up	MITF TRPM1 inh	Granule exo inh	NR2E3 ag-1	hiPSC survival	Vif imaging	NR2E3 ag-2
COC(=O)c1nc(Cl)c(Cl)c(N)c1Cl	-2.1	2.0	12.8	11.1	1.4	24.3	-7.5	-34.9	-0.1	1.7	3.6
COc1ccccc1CNS(=O)(=O)c1cccc2nsnc12	-2.6	-0.5	8.6	15.7	0.1	-4.5	-1.6	-23.3	-0.4	x	-2.8
COc1ccc(CNC(=O)C(c2ccco2)N(C(=O)CNS(=O)(=O)c2ccccc2)c2ccccc2C)cc1 (configuration not stated)	-5.8	3.1	25.6	31.2	0.1	6.6	5.6	-18.6	-0.3	-17.8	-3.1
COC(=O)N/N=C/c1cc(Br)ccc1O	-4.0	-3.7	-10.7	-12.7	0.4	13.9	1.1	-37.0	3.3	-2.5	-0.7
CC(Nc1nc(N2CCCC2)nc2ccccc12)c1ccccc1 (configuration not stated)	-4.4	7.9	2.1	0.1	1.0	5.5	0.5	-46.2	-3.3	3.6	0.3
Cc1sc2ncnc(N(C)Cc3cccs3)c2c1C	x	1.8	-18.7	-8.6	0.5	-5.4	1.2	15.2	-1.6	3.4	-1.1
COc1cccc(-c2nnc(NC(=O)CCS(=O)(=O)c3ccc(C)cc3)o2)c1	-3.2	2.1	-10.7	2.1	0.2	4.3	-3.4	16.2	-0.4	-3.1	-1.6
O=c1c2ccccc2nc(-c2ccco2)n1CCCn1ccnc1	-7.6	0.1	3.4	-4.1	-0.4	-6.8	-0.8	-25.8	1.4	7.7	-1.0
O=C(NCCS(=O)c1ccc(Cl)cc1)c1cccc(Cl)c1 (configuration not stated)	10.5	13.4	9.0	8.2	0.0	11.2	-0.8	-11.1	0.1	-0.6	-3.5
COc1ccccc1CNS(=O)(=O)CC12CCC(CC1=O)C2(C)C (configuration not stated)	-3.2	3.5	6.5	16.8	0.0	-0.6	0.3	-38.1	-0.5	3.4	5.2
Cc1ccc(NC(=O)c2cc(S(=O)(=O)N3CCCCC3)c[nH]2)cc1Cl	-5.6	-3.2	3.9	14.4	-0.1	x	-8.6	-20.0	4.6	-3.7	x
CCOc1ccc(Nc2cc(Nc3ccccc3OCC)nc(C=C(C#N)C#N)n2)cc1	-4.9	-2.4	25.5	5.3	-0.1	13.2	4.8	-4.5	-0.6	11.6	-3.0
CCOC(=O)C(NC(=O)NCc1ccccc1)(OCC)C(F)(F)F (configuration not stated)	-9.0	-1.7	-3.3	26.8	2.6	1.4	-1.7	-13.1	-2.1	-1.3	-2.6
Nn1c(SCC(=O)N2CCCCCC2)nnc1-c1ccco1	-5.7	4.6	7.5	11.5	-0.1	15.1	-1.7	10.9	-2.9	2.2	0.4
O=C(CSc1nnc(-c2ccccc2)n1C1CCCCC1)N1CCCC1	x	1.2	20.8	-4.8	0.2	-12.3	-1.5	-31.5	-0.9	-1.1	1.5
O=C(c1cnn2ccccc12)N(Cc1ccco1)C1CCCC1	-6.6	4.9	-2.0	4.8	0.1	x	-2.7	-13.7	-0.5	0.1	1.2
O=C(C1=C[C@H](c2ccccc2)C[C@H](OCCCCO)O1)N1CCN(Cc2ccc3c(c2)OCO3)CC1	-4.2	2.9	6.2	9.6	0.4	-1.3	-3.7	-7.9	2.5	-3.4	-1.5
Clc1ccc(CSc2nnc(-c3ccncc3)s2)cc1	-13.8	-6.1	-90.4	-40.4	0.1	-17.3	10.5	0.6	-0.3	-13.8	-2.7
CCOc1ccccc1NC(=S)NC(=O)CCc1ccccc1	x	6.7	9.4	6.8	0.0	-0.3	-1.4	-5.6	-0.1	3.3	x
O=C(Nc1ccc(CSc2ccccc2)cc1)c1ccccc1	-7.1	-4.5	-97.0	-29.9	0.3	-28.4	1.6	-11.7	1.4	10.2	3.3
N#Cc1ccc2ccn(CC(=O)NCc3ccco3)c2c1	-5.2	2.8	3.4	7.3	-0.1	-6.4	4.8	-25.1	9.2	-1.4	-1.6
O=C(Nc1ccccn1)C1COc2ccccc2O1 (configuration not stated)	-8.7	-4.9	-259.2	-187.9	0.3	-36.1	0.5	9.8	-1.9	-1.8	4.1
CC(C)(/C=N/O)/[N+]([O-])=C/c1ccccc1	4.4	2.2	5.7	-4.8	-0.3	-4.9	-3.6	-19.6	0.5	-7.5	-1.8
Cc1nnc(NC(=O)CCN2C(=O)C3CC=CCC3C2=O)s1 (configuration not stated)	-5.6	-1.3	11.2	5.5	0.0	x	-8.0	-25.3	3.1	-0.8	x
CC(C)(C)NC(=O)CC1C[C@H](C(=O)N2CCCCC2)[C@@]2(C)c3[nH]c4ccccc4c3CCN2C1=O (some centres not stated)	-4.8	7.1	1.6	0.2	0.0	8.2	0.7	-42.4	-1.0	x	x
O=C(NCCCNC(=O)c1ccco1)c1cccc(F)c1	-2.6	10.8	7.8	2.4	0.0	11.5	8.8	-24.8	-0.6	-32.0	1.6
COc1ccc(Cl)cc1NC(=S)NNC(=O)c1cccs1	0.7	12.5	-59.7	-4.1	0.1	2.4	-0.7	-4.2	3.8	-8.9	-0.5
Cc1ccccc1N(C(=O)Cc1cccs1)C(C(=O)NC1CCCCC1)c1cn(C)nc1C (configuration not stated)	-12.8	-3.2	2.0	13.8	0.3	6.9	0.3	2.3	-0.2	-5.7	0.4
COc1ccc(NC(=O)CSc2nc3ccccc3nc2N2CCOCC2)cc1	-3.1	x	-4.0	12.9	0.1	x	4.2	4.4	-1.0	-2.1	0.2
Clc1cccc(-c2ccc(-c3nc4ccccn4c3NCc3ccccc3)cc2)c1	-5.4	-1.9	-373.1	-249.5	2.4	-13.8	-4.5	-64.4	-3.5	-1.1	x
CCCOc1cccc(C(=O)NC(=S)Nc2ccc(N3CCN(C)CC3)cc2)c1	-5.1	10.8	-34.8	-26.7	5.8	-11.4	16.3	-20.0	-1.6	-4.7	-1.0
CCOc1ccc(CCNC(=O)COC(=O)CNC(=O)c2ccc(Br)o2)cc1OCC	-5.9	11.8	0.5	15.1	-0.2	2.5	0.5	-22.6	-0.3	3.9	4.2
O=C(Nc1cccc2ncccc12)c1ccc(-c2ccc(Cl)cc2Cl)o1	-6.1	-12.3	-31.9	-20.6	1.0	-0.5	-2.5	-3.5	-1.4	-3.3	7.9
O=C(N/N=C/c1ccoc1)c1ccccc1F	-6.1	-1.7	-45.1	-21.8	2.3	-18.0	10.2	-86.7	0.3	1.5	-1.6
Cc1sc2nc(C(C)(C)C)oc(=O)c2c1C	-5.9	-0.7	12.0	-2.9	0.0	3.9	0.8	6.4	-2.4	0.1	2.1
Cc1c(Br)cnn1C(C)C(=O)N1CCN(c2ccccc2F)CC1 (configuration not stated)	-6.1	12.9	-1.6	11.4	0.0	-5.9	-9.3	0.0	1.0	-11.2	1.9
CC(C)n1c(N2CCN(C(=O)Nc3ccc(F)cc3F)CC2)nc2ccccc21	x	-5.0	15.8	-3.6	0.0	-7.1	0.9	0.1	2.7	-5.7	3.8
CCOC(=O)[C@H]1[C@H]2COc3ccccc3[C@@H]2N2C(=O)c3cc(Cl)ccc3NC(=O)[C@@]12C	-3.1	-0.7	6.8	15.3	0.0	-3.5	1.9	-4.3	-2.7	-3.5	3.2
CNC(=O)c1c(NC(=O)CCS(=O)(=O)c2ccc(Cl)cc2)sc2c1CCN(C(=O)OC)C2	-5.4	-3.5	12.5	-5.1	0.2	-5.9	2.7	-16.1	0.2	1.2	3.2
CCOC(=O)c1cnc2ccc(C(=O)OC)cc2c1NCCN1CCOCC1	-7.5	-1.7	-10.6	9.5	-0.1	-1.1	-2.1	9.5	-0.4	0.5	-0.8
CCNC(=O)CC1S/C(=N/N=C(\C)c2ccccc2)NC1=O (configuration not stated)	-6.3	5.0	17.6	-3.2	0.8	-4.7	-3.2	3.3	-2.7	6.5	-1.6
CCC(CC)CN1C(Nc2ccccc2)=NC[C@@H]1CC(C)C	x	-0.4	-0.6	-3.1	0.1	-22.6	8.8	-3.4	-1.8	-5.5	3.0
CC(C(=O)N1CCN(C2c3ccccc3-c3ccccc32)CC1)N1C(=O)c2ccccc2C1=O (configuration not stated)	-4.8	-4.5	12.8	13.0	0.2	4.9	-1.2	-4.0	-0.3	x	0.9
Nc1cc(SCc2ccc(Cl)cc2Cl)ncn1	-12.5	0.5	-127.4	-34.7	0.3	-8.2	4.4	0.8	5.9	-7.9	x
COCCn1c(SCC(=O)N2CCCCCC2)nnc1-c1ccco1	-5.6	6.3	17.8	3.8	-0.1	-3.3	-7.0	-8.1	0.1	1.6	2.7
Cc1ccc2c(c1)C(=O)N1[C@H]3c4cc(C)ccc4OC[C@@H]3[C@H](c3ccccc3)[C@]1(C)C(=O)N2	-5.1	0.8	15.6	24.2	0.3	18.9	-4.8	6.8	-3.7	-4.2	x
O=C(OCc1cn([C@H]2CN(CC3CCCCC3)[C@@H](c3ccccc3)C[C@@H]2O)nn1)c1ccccc1	-3.8	-8.5	6.8	15.5	0.1	x	-7.5	-25.6	3.0	-12.7	x
CCOC(=O)N1CCC(Nc2c(Nc3cccc(CC)c3)c(=O)c2=O)CC1	-3.3	3.0	24.7	11.7	0.1	0.6	-4.1	-36.6	5.1	-5.2	-1.1
CNC(=O)COc1ccc2oc3c(c2c1)CCCC3	-4.4	-4.3	-94.3	-73.3	-0.1	-20.1	9.5	-16.9	1.0	-3.4	2.4
O=C(N/C(=C\c1ccc2c(c1)OCO2)C(=O)N1CCOCC1)c1ccccc1Br	-2.0	-0.1	13.2	1.2	0.0	8.2	3.2	-4.6	-0.6	12.6	0.0
COc1ccc(C)cc1Nc1n[n+](-c2ccccc2)c(-c2ccc(NC(C)=O)cc2)s1	-5.6	1.4	5.3	-13.2	-0.1	-0.2	2.9	0.0	-2.1	2.6	-2.2
CCC(=O)NC(=S)NNC(=O)c1ccc([N+](=O)[O-])cc1	-4.5	-4.8	13.2	5.0	-0.4	7.6	1.1	-18.2	3.6	-5.6	0.1
Cc1cc(C)cc(NC(=O)CN(C)S(=O)(=O)c2cccc3nsnc23)c1	-4.9	-2.0	11.5	6.7	-0.3	2.0	-0.3	6.8	3.4	-0.4	0.5

Screening results as filed in PubChem.
